Source: PubChem BioAssay (National Center for Advancing Translational Sciences (NCATS))
Tb PYK inh = qHTS of Trypanosoma Brucei Inhibitors | pyruvate kinase (Trypanosoma brucei), Q57TT1 | TbPYK enzyme, Kinase-Glo Plus ATP luminescence, 45 min | Potency, µM (highest dose often 76.8 µM), for inactives: at the highest dose activity, negative = inhibition, most hits filed as inhibitors | 410,000 tested, 0.12% active; further: potency means the concentration at half of the fitted maximal effect; nearly all actives have a fitted effect of over 50% in size
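Quantitative HTS: titrated library compounds versus trypanosomal pyruvate kinase in TEA buffer (pH 7.2) containing KCl, MgCl2, BSA and Tween-20. Reactions were initiated with ADP, 130 uM final. Kinase-Glo Plus luminescence was read after 45 min at RT.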
Sm TGR block = qHTS Assay for the Inhibitors of Schistosoma Mansoni Peroxiredoxins; Schistosoma mansoni thioredoxin glutathione reductase (TGR), Q962Y6; purified TGR, DTNB reduction, TNB absorbance 405 nm; Potency, µM (series often up to 114 µM), without a hit: at the top dose activity change, negative = inhibition, actives largely listed as inhibitors; 360,000 tested, 3% active; AID 485364, 2010; further: potency means the concentration at half of the fitted maximal effect; nearly all actives have a fitted effect of over 60% in size
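TGR 20 nM + NADPH 100 uM (dispensed conc.), cpd preinc 15 min RT; start with NADPH (500 uM addition) then DTNB (15 mM addition). Kinetic TNB absorbance, 405 nm filter. Four-parameter Hill fit across titration.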
HCMV antiviral = qHTS Assay for inhibitors of the human cytomegalovirus (HCMV); 410,000 tested, 4.5% active; activity change, negative = inhibition, % at 57.5 µM; HFF cells, HCMV-luciferase reporter, 72 h; hits give low values; in the data active means activity change below about -60%; inconclusive means no clear call, values can overlap the other calls; inactive means above about -39%
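After 16 h attachment at 37C, HFF cells received test compound and HCMV-luciferase (1 PFU/cell); reporter luminescence read 72 h later, data normalized against buffer-only and known inhibitor Salinomycin.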
AmpC detergent = qHTS Inhibitors of AmpC Beta-Lactamase (assay with detergent). P00811. Potency, µM (highest dose often 114 µM), without a hit: top-dose activity change, negative = inhibition, most hits filed as inhibitors. 370,000 tested, 0.041% active. AmpC hydrolysis of nitrocefin, absorbance 480 nm, 0.01% Triton. AID 485294, 2010;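 further: potency means the concentration at half of the fitted maximal effect; 0% = no-compound wells and -100% = no-enzyme wells; nearly all actives have a fitted effect of over 25% in size; some results filed as inactive show a strong effect at the top dose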
Target sequence (P00811 whole entry, looked up): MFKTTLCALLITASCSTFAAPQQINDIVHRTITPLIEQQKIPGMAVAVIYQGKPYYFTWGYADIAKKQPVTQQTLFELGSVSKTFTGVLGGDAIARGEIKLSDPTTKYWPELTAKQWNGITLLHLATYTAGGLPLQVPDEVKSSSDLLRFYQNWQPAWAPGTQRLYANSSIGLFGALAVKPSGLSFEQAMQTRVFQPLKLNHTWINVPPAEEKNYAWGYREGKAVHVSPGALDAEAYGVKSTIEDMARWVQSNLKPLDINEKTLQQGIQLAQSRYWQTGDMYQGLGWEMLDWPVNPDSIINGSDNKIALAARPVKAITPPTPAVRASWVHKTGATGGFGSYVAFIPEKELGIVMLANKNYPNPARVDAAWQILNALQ
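AmpC (5.3 nM in the dispensed reagent) in 20 mM phosphate pH 7.0 with 0.01% (detergent screen) or 0.0001% Triton X-100 was preincubated with compounds for 15 min at room temperature. Nitrocefin was then added from an 800 uM solution, and hydrolysis was followed at 480 nm.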
AMA1 RON2 block = qHTS for Inhibitors of AMA1-RON; Towards Development of Antimalarial Drug Lead: Primary Screen | AlphaScreen AMA1-biotinylated RON2 peptide binding | Potency, µM (titrated, usually from 58.2 µM), inactives show at the top dose activity change, negative = inhibition, usual class: inhibitors | 360,000 tested, 0.2% active;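 further: potency means the concentration at half of the fitted maximal effect; 0% = vehicle wells and -100% = peptide control; nearly all actives have a fitted effect of over 45% in size; some results filed as inactive show a strong effect at the top dose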
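AMA1 (3D7) with his tag at 25 nM final met compounds first, then biotinylated RON2 peptide at 25 nM; detection used donor plus acceptor beads, 10 µg/mL apiece, read by AlphaScreen after 30 min at room temperature.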
AmpC inh no detg = qHTS Inhibitors of AmpC Beta-Lactamase (assay without detergent). 330,000 tested, 0.52% active. AmpC nitrocefin hydrolysis, absorbance 480 nm, 0.0001% Triton. Potency, µM (highest dose often 57.1 µM), without a hit: top-dose activity change, negative = inhibition, most hits filed as inhibitors. P00811;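 further: potency means the concentration at half of the fitted maximal effect; plate controls were no compound for no effect and no enzyme for full effect; nearly all actives have a fitted effect of over 20% in size; some results filed as inactive show a strong effect at the top dose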
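20 mM phosphate pH 7.0 + 0.01% (detergent screen) or 0.0001% Triton X-100; 5.3 nM AmpC reagent; cpd preinc 15 min RT; nitrocefin (800 uM stock) to start; A480 q20 s × 4 min; Activity was normalised to no-enzyme and no-compound control wells.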
LmPK inh = qHTS Assay for Inhibitors of Leishmania Mexicana Pyruvate Kinase (LmPK); purified LmPK, Kinase-Glo ATP luminescence, 1 h; Potency, µM (series often up to 57.5 µM), for inactives: at the highest dose activity change, negative = inhibition, hits mostly inhibitors; 290,000 tested, 0.37% active; AID 1721, 2009; further: potency means the concentration at half of the fitted maximal effect
Target sequence (Q27686 whole entry, looked up): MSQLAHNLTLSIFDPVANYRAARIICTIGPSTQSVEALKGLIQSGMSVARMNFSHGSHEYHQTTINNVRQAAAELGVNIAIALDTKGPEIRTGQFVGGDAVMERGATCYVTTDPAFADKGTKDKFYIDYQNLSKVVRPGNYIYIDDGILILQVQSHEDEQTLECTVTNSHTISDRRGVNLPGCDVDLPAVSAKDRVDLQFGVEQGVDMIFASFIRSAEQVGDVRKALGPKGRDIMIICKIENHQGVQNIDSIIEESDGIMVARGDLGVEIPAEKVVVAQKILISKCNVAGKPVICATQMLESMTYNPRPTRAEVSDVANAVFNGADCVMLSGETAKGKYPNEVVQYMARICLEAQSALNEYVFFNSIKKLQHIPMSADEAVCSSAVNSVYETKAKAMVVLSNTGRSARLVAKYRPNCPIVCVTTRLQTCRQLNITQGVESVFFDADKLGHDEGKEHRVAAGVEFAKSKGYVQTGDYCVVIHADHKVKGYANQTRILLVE
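Pyruvate kinase activity monitored as ATP production (luciferase luminescence). Conditions: 0.1 nM enzyme, 0.5 mM PEP, 0.1 mM ADP, 1 h, RT; normalized against uninhibited and no-enzyme wells.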
Numbers without * were called inactive; ? = inconclusive; · = no result given; [ ] = remark or other dose. Unless noted, the call rests on the fitted dose curve; in most records, active means well fitted curve in the direction sought with a large enough effect; inconclusive means small, poorly fitted or top-dose-only effect, or another doubt; inactive means no such curve, though single readings can be large; an effect the other way counts as inactive or inconclusive. Unless noted, on the % scale 0 is the no-effect control and ±100 the full control effect.

A first look:
SMILES | Tb PYK inh | Sm TGR block | HCMV antiviral | AmpC detergent | AMA1 RON2 block | AmpC inh no detg | LmPK inh
Cc1ccc(S(=O)(=O)N2CC3(O)CN(C(=O)OC(C)C)N(C(=O)OC(C)C)CC3(OC(=O)Nc3cccs3)C2)cc1 (centres undefined) | -16% | · | 14 | · | -23% | · | ·
CC(Sc1nnc(COc2ccc3ccccc3c2)n1C)C(=O)O (centres undefined) | -3% | -12% | 73 | ? | 3% | -17% | -2%
CCN(CC)C(=O)c1sc2c(c1C)c(=O)n(-c1ccc(OC)cc1OC)c(=O)n2CC(=O)Nc1ccccc1 | -3% | -8% | 0 | -7% | · | · | ·
CC(C)=CCN1CCN(CC#Cc2ccccc2)CC1CCO (centres undefined) | -1% | -24% | ? | -5% | 0% | 26% | 3%
Cc1ccccc1C(=O)Nc1ccc(N2CCN(C(=O)c3ccco3)CC2)cc1 | 1% | -5% | 38 | -14% | -1% | 9% | -2%

The list itself, repeating the preview:
SMILES | Tb PYK inh | Sm TGR block | HCMV antiviral | AmpC detergent | AMA1 RON2 block | AmpC inh no detg | LmPK inh
Cc1ccc(S(=O)(=O)N2CC3(O)CN(C(=O)OC(C)C)N(C(=O)OC(C)C)CC3(OC(=O)Nc3cccs3)C2)cc1 (centres undefined) | -16% | · | 14 | · | -23% | · | ·
CC(Sc1nnc(COc2ccc3ccccc3c2)n1C)C(=O)O (centres undefined) | -3% | -12% | 73 | ? | 3% | -17% | -2%
CCN(CC)C(=O)c1sc2c(c1C)c(=O)n(-c1ccc(OC)cc1OC)c(=O)n2CC(=O)Nc1ccccc1 | -3% | -8% | 0 | -7% | · | · | ·
CC(C)=CCN1CCN(CC#Cc2ccccc2)CC1CCO (centres undefined) | -1% | -24% | ? | -5% | 0% | 26% | 3%
Cc1ccccc1C(=O)Nc1ccc(N2CCN(C(=O)c3ccco3)CC2)cc1 | 1% | -5% | 38 | -14% | -1% | 9% | -2%
O=C(O)CC(c1cccc(C(F)(F)F)c1)N1CCS(=O)(=O)CC1 (centres undefined) | 4% | 2% | -15 | 7% | 8% | 2% | 5%
COc1ccccc1N1CCN(/N=C/c2ccc([N+](=O)[O-])cc2)CC1 | 3% | 13% | 60 | -3% | -11% | -6% | 3%
CN(c1ccccc1)S(=O)(=O)c1cccc(NC(=O)CCN2C(=O)C3CCCCC3C2=O)c1 (centres undefined) | 1% | -6% | -29 | -3% | 4% | -4% | 7%
Cc1ccccc1N(C(=O)c1csnn1)C(C(=O)NC1CCCC1)c1ccncc1 (centres undefined) | 2% | 2% | 1 | -1% | -5% | -6% | -4%
CCCn1nc(C(=O)N2CCc3ccccc32)c2ccccc2c1=O | -5% | 4% | 47 | -2% | -5% | 41% | ·
COc1ccc(CN2C(=O)C(CC(=O)NCCc3ccccn3)CC(C(=O)N3CCOCC3)=C2C)cc1 (centres undefined) | 1% | · | 0 | · | -1% | · | ·
COc1ccc(OC)c(C2CC(=O)Nc3cc(OC)c(OC)c(OC)c32)c1 (centres undefined) | -11% | -6% | 309 | 0% | -4% | 15% | 5%
COc1ccccc1NS(=O)(=O)c1cc(NC(=O)C2CC2)ccc1N1CCOCC1 | · | 47%[activator] | · | -1% | · | -10% | 3%
N=C1c2ccccc2CN1NC(=O)c1ccc(F)cc1 | 3% | 10% | ? | 0% | 7% | -9% | 5%
CC(=O)c1cccc(NC(=O)CCn2nc(C)c(S(=O)(=O)N3CCCCC3)c2C)c1 | 0% | 17% | -36 | -2% | · | · | ·
CC1CC(C)CN(C(=O)c2ccc(C#N)cc2)C1 (centres undefined) | 4% | 0% | 57 | 6% | -2% | -12%[11.4 µM] | 2%
COCCNC(=O)CCc1nc(-c2ccccc2)no1 | -10% | -9% | 5 | ? | 2% | -7% | -5%
O=C(NCc1nnc(SCC(=O)N2CCOCC2)o1)c1c(F)cccc1F | 3% | -23% | 5 | 6% | 7% | -9% | -3%
COc1ccc(NC(=O)Cn2nnc(C(=O)NCc3cccc(OC)c3)c2N)cc1 | -1% | -7% | -8 | -7% | 15% | -20% | -1%
Cc1c(O)nc(SC2CC(=O)N(c3cc(Cl)cc(Cl)c3)C2=O)[nH]c1=O (centres undefined) | 1% | · | 39 | · | 49%[activator] | · | ·
CCCCC(CCC(=O)NNC(=O)Cc1ccccc1)C(=O)O (centres undefined) | -12% | 7% | 24 | 2% | -6% | -12% | -1%
Cc1ccc(S(=O)(=O)NCCC(=O)NCCOc2ccccc2)cc1 | 2% | -20% | -14 | -12% | -2% | -8% | ·
COc1ccccc1C1CC(=O)Oc2cc(C)c(Cl)cc21 (centres undefined) | 2% | · | -10 | · | -7% | -27% | ·
CCC(C)(C)NC(=O)C(c1ccc(OC)cc1)N(Cc1ccccc1)C(=O)CCC(=O)Nc1cc(C)on1 (centres undefined) | -3% | 4% | -26 | 4% | -3% | 52% | 4%
COC(=O)N1C(=O)[C@@](c2ccc(OC)cc2)(C(C)C)N1C(=O)OC | 1% | 28µM* | -27 | 3% | 30% | 25% | -1%
CCOc1ccc(NS(=O)(=O)N(C)C)cc1 | -4% | 4% | 1 | -13% | -9% | 1% | 0%
O=C(CNC(=O)Cc1cccc2ccccc12)NCc1ccccc1F | 1% | 3% | 3 | 5% | 14% | 7% | 7%
COc1cc2c(cc1OC)C13CCN4CC5=CCOC6CC(=O)N2C1C6C5C3C4 (centres undefined) (tested in a mixture with another compound) | 2% | · | 10 | · | -6% | · | ·
O=C(Nc1cccc(S(=O)(=O)N2CCCCCC2)c1)c1ccc(Cl)nc1 | -6% | · | ? | · | -1% | -27% | ·
O=C1OCCC1=Cc1ccccc1 | -9% | · | 21 | · | 3% | · | ·
COc1ccc(CNC(=O)COC(=O)c2cccs2)cc1 | -13% | -4% | -2 | 1% | 6% | -19% | 3%
O=C(NC1CCN(Cc2ccccc2)CC1)c1ccc(Oc2cc(Cl)cc(Cl)c2)o1 | 3% | -22% | -7 | -2% | -7% | 6% | 0%
COc1ccccc1-c1c(C)[nH]n2c(=O)c(Cc3ccccc3)c(C)nc12 | 2% | 16% | -6 | -4% | 18% | -30% | 5%
C[C@]12C(=O)N(c3ccccc3)C(=O)N1[C@@H]1c3ccccc3OC[C@@H]1[C@H]2c1ccccc1 | 2% | 17% | -13 | -13% | -1% | -5% | -2%
Cc1c(C(=O)Nc2ccncc2)sc2nc(-c3ccc(F)cc3)cn12 | -12% | 2% | ? | ? | -23% | 0% | -5%
COc1ccccc1C(=O)Nc1ccnn1C1CCN(C/C=C/c2ccc(F)cc2)CC1 | 4% | -19% | 4 | -11% | 0% | 180%[activator] | 2%
COC(=O)c1ccccc1COc1cccn2c(N(C)C(=O)CCC3CCCC3)c(C)nc12 | -4% | · | 28 | · | -21% | · | ·
COc1cccc(NC(=O)CN(C)C(=O)CC2CCCCC2)c1 | 3% | -1% | -15 | 4% | 11% | -5% | ·
Cc1cc(C)cc(NC(=O)C(NCCN2CCOCC2)c2ccccc2)c1 (centres undefined) | -12% | -1% | 15 | ? | -4% | -8%[11.4 µM] | -4%
COC(=O)C(C(=O)NCC1CCCO1)C1CCCC1 (centres undefined) | 2% | ? | -6 | 4% | -7% | -22% | -3%
O=C(NCc1cccs1)C1CCCCC1 | 1% | 7% | 23 | -1% | 8% | -7% | 2%
O=C(Cc1ccccc1)NN1C(=O)/C(=C/c2ccc(C(=O)O)cc2)SC1=S | -8% | 0% | -32 | -7% | 46%[activator] | -23% | -11%
CC(=O)NCCNc1ccc([N+](=O)[O-])cn1 | -9% | -2% | -28 | -1% | 1% | -37% | 2%
CCc1ccc(NC(=O)C2=CC(c3ccc4c(c3)OCO4)=NS(=O)(=O)N2C)cc1 | 12% | 1% | 1 | 16% | · | · | ·
COc1ccc(/C=C2\CCC(C3CCCC3)C2=O)c(OC)c1 (centres undefined) | 6% | -10% | 14 | -13% | -13% | -12% | -1%
CC(NC(=O)c1cccc(Nc2nc3ccccc3n3nnnc23)c1)c1ccccc1 (centres undefined) | 3% | -3% | -68* | 18% | · | · | ·
COc1ccc(C#Cc2c(-c3ccsc3)oc3ccc(N4CCOCC4)cc23)cc1 | -3% | · | 22 | · | 8% | · | ·
O=C(NCCc1nc2ccccc2n1Cc1ccc(F)cc1)c1ccco1 | 9% | 2% | -12 | 2% | · | · | ·
COc1ccc(NC(=O)CSc2nnc(-c3ccc(F)cc3)o2)cn1 | -1% | 7% | 30 | 1% | 34%[activator] | 2% | ·
Cc1ccc(C(=O)NC(=S)Nc2c(C)ccc3nsnc23)cc1 | 5% | ? | 42 | ? | -6% | -38% | -4%
O=C(CC(=O)Nc1cccc(F)c1)Nc1cccc(F)c1 | 0% | -3% | 52 | -11% | 0% | 105% | -3%
Cc1c2c(nc3nc4ccccc4n13)CC(C)(C)CC2=O | -5% | 3% | 9 | 1% | -4% | -19% | 2%
CC(NC(=O)Cn1cc(Br)c([N+](=O)[O-])n1)c1ccccc1 (centres undefined) | 1% | -9% | -33 | -18% | 10% | -14% | -3%
c1ccc(-c2cn3nc(-c4ccccc4)c(-c4ccccc4)nc3n2)cc1 | 10% | 14% | -5 | 1% | 21% | -19% | 1%
COc1ccc(C)cc1NC(=O)CCS(=O)(=O)c1cc2c3c(c1)CCN3C(=O)CC2 | ? | -1% | 12 | 1% | · | · | ·
CCCN(Cc1cc2ccc(C)cc2[nH]c1=O)S(=O)(=O)c1ccccc1 | -2% | 0% | ? | -8% | -1% | -11% | 13%
COc1ccc2c(c1)nc(SCC(=O)c1ccc(Br)s1)n2C | 2% | 32µM* | 28 | -6% | -3% | -29% | -4%
O=C1CN(C(=O)c2c(F)cccc2Cl)C(c2ccc(F)cc2)c2cc(Br)ccc2N1 (centres undefined) | 11% | 5% | -37 | 9% | · | · | ·
COc1cccc(CNc2nc(NCC3CC3)nc3ccsc23)c1OC | 1% | · | ? | · | -7% | · | ·
Cc1ccc(CNC(=O)CCCCCn2c(=O)c3sccc3n(CC(=O)Nc3ccc(C)c(F)c3)c2=O)cc1 | 0% | -2% | 8 | 13% | · | · | ·
Cc1ccc(S(=O)(=O)N2CCOCC2)cc1C(=O)N1CC(C)CC(C)C1 (centres undefined) | -1% | · | -7 | · | 2% | 12% | ·
COc1cccc(N(C(=O)c2snc(C(N)=O)c2N)C(C(=O)NCC2CCCO2)c2ccc(C)o2)c1 (centres undefined) | -7% | 1% | 27 | 6% | 1% | 61%[activator] | -3%
